PhoP GFP inhibition: PhoP regulon inhibitors, Salmonella typhi PhoP promoter GFP reporter, confirmatory (AID 1850); inhibition, % at 50 µM, or IC50 in µM where a hit was titrated; Salmonella Typhi PhoP-promoter GFP reporter, fluorescence, 4 h; higher % means a stronger effect; 310,000 compounds, 0.33% hits; in the data active = a potency from the dose series; inconclusive = inhibition mostly from about 25% at the one dose, without a potency; inactive = the rest, 99 in 100 with inhibition below about 19%;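 note: 0% = induced wells with vehicle and 100% = uninduced wells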
H37Rv inhibition: M. tuberculosis growth inhibition, HTS (AID 449762) | M. tuberculosis H37Rv growth inhibition, 7H9 media; higher % means a stronger effect | inhibition, % at 25 µM; hits with a dose series show IC50 in µM | 330,000 compounds, 0.59% hits; in the data active = a potency from the dose series; inconclusive = inhibition above about 70% without an active follow-up result;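 note: bacterial growth assessed after seven days of incubation; strong numbers were not always called active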
H1N1 NS1A inhibition: H1N1 influenza NS1A inhibitors, functional cell based assay (AID 504329) | NS1A functional cell-based assay, percent inhibition; higher % means a stronger effect | inhibition, % at 12.5 µM; hits with a dose series show IC50 in µM | 340,000 compounds, 0.3% hits; in the data active = a potency from the dose series; inconclusive = inhibition above about 27% without an active follow-up result; note: strong numbers were not always called active
M. tuberculosis: growth inhibition of non-replicating M. tuberculosis (AID 488890); Mycobacterium tuberculosis non-replicating, growth inhibition; higher % means a stronger effect; one-dose inhibition, % at 25 µM; IC50 in µM for titrated hits; 320,000 compounds, 0.39% hits; in the data active = a potency from the dose series; inconclusive = inhibition mostly from about 82% at the one dose, without a potency; inactive = the rest, 99 in 100 with inhibition below about 76%;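 note: plate controls were DMSO cells for no effect and high antibiotic wells for full effect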
VEEV TC-83 Vero: inhibitors of VEEV TC-83 cytopathic effect, confirmation, Vero cells (AID 588727). Vero cells, VEEV TC-83 cytopathic effect inhibition; higher % means a stronger effect. inhibition, % at 20 µM, or IC50 in µM where a hit was titrated. 350,000 compounds, 0.13% hits; in the data active = a potency from the dose series; inconclusive = inhibition mostly from about 14% at the one dose, without a potency; inactive = the rest, 99 in 100 with inhibition below about 12%; note: strong numbers were not always called active
VEEV TC-83 Vero 10K pilot screen: further read-out of VEEV TC-83 Vero, marked with its call; inhibition, %; measured here: 10K pilot screen inhibition
Numbers without * were called inactive; i = inactive; ? = inconclusive; nt = not tested or not shown.

The first 6 records (preview)
SMILES	PhoP GFP inhibition	H37Rv inhibition	H1N1 NS1A inhibition	M. tuberculosis	VEEV TC-83 Vero	others
COc1ccc(N(C(C)C(=O)Nc2ccc(S(=O)(=O)N3CCOCC3)cc2)S(C)(=O)=O)cc1 (centres undefined)	5.9%	-2.0%	-2.7%	5.5%	1.1%
O=C(c1ccc(F)cc1)C1CCN(C(=S)NCC2CCCO2)CC1 (centres undefined)	-2.3%	-4.3%	-6.1%	6.2%	1.0%
O=C(CSc1nnnn1C1CCCC1)N1CCCCC1	nt	nt	-3.0%	nt	2.1%
Cc1onc(-c2ccccc2)c1C(=O)c1c[nH]c(C(=O)NCc2ccncc2)c1	9.7%	1.8%	-0.1%	-17.1%	0.9%
CC1(c2nnc(Cc3ccccc3)o2)CC(c2ccccc2)=NO1 (centres undefined)	14.9%	1.1%	5.7%	10.3%	i
Cc1ccc(-n2nc3c(c2NC(=O)c2c(-c4ccccc4Cl)noc2C)CSC3)cc1	-5.8%	-6.5%	nt	-9.2%	nt

This part in full, from the start:
SMILES	PhoP GFP inhibition	H37Rv inhibition	H1N1 NS1A inhibition	M. tuberculosis	VEEV TC-83 Vero	others
COc1ccc(N(C(C)C(=O)Nc2ccc(S(=O)(=O)N3CCOCC3)cc2)S(C)(=O)=O)cc1 (centres undefined)	5.9%	-2.0%	-2.7%	5.5%	1.1%
O=C(c1ccc(F)cc1)C1CCN(C(=S)NCC2CCCO2)CC1 (centres undefined)	-2.3%	-4.3%	-6.1%	6.2%	1.0%
O=C(CSc1nnnn1C1CCCC1)N1CCCCC1	nt	nt	-3.0%	nt	2.1%
Cc1onc(-c2ccccc2)c1C(=O)c1c[nH]c(C(=O)NCc2ccncc2)c1	9.7%	1.8%	-0.1%	-17.1%	0.9%
CC1(c2nnc(Cc3ccccc3)o2)CC(c2ccccc2)=NO1 (centres undefined)	14.9%	1.1%	5.7%	10.3%	i
Cc1ccc(-n2nc3c(c2NC(=O)c2c(-c4ccccc4Cl)noc2C)CSC3)cc1	-5.8%	-6.5%	nt	-9.2%	nt
NS(=O)(=O)c1ccc(CCNC(=S)NC(=O)c2ccccc2Br)cc1	nt	4.1%	2.2%	-7.2%	0.6%
O=C(O)c1ccccc1NCc1cccnc1	-15.8%	-3.5%	nt	35.5%	2.1%
COC(=O)C(CCCN1C(=O)c2ccccc2C1=O)(NC(C)=O)c1nnn(C)n1 (centres undefined)	-7.8%	-2.7%	-6.9%	-26.4%	i
O=C(Cn1cnc(S(=O)(=O)N2CCCC2)c1)Nc1cccc(F)c1	14.4%	2.2%	2.9%	6.1%	2.2%
CCOc1ccc(CNCCN2CCCC2)cc1	-9.5%	2.5%	0.5%	75.6%	i
COc1ccc(Br)cc1/C(C)=N/NC1=NCCN1	-1.2%	1.9%	4.0%	nt	0.5%
O=C(CSc1nnc(-c2cccs2)o1)N1CCc2ccccc21	3.5%	?	-1.5%	?	2.7%
CN(C)C(=O)Oc1ccc(C(=O)c2ccccc2)cc1	-0.9%	-6.4%	-5.2%	9.4%	0.1%
Cc1cccc(CSc2nc3c(c(=O)[nH]2)CCCC3)c1	-4.1%	4.1%	-4.0%	15.8%	2.2%
O=C(NC(=S)Nc1ccccc1Cl)c1cnn2c(C(F)(F)F)cc(C(F)(F)F)nc12	7.8%	-2.6%	nt	14.7%	1.3%
COC(=O)CC1C(=O)NCCN1C(=O)Nc1ccc(Cl)c(Cl)c1 (centres undefined)	-10.1%	0.1%	-1.3%	5.5%	1.1%
O=[N+]([O-])c1ccccc1NCCOc1ccccc1	-6.5%	6.6%	>100µM*	32.8%	0.0%
Cc1ccc(-n2nc3c(c2NC(=O)/C=C\c2ccc4c(c2)OCO4)CSC3)c(C)c1	-3.6%	-3.2%	7.8%	nt	8.6%
CC1CCCCN1CCNC(=O)c1cnn2ccccc12 (centres undefined)	-11.4%	2.5%	-7.0%	nt	4.9%
COc1ccc(CNC(=O)C2CCN(C(=O)N(C)C)CC2)c(OC)c1	2.3%	-2.5%	4.0%	11.3%	0.9%
Cc1ccc(NC(=O)CSc2nnc(CN3CCOCC3)n2C)cc1C	-4.3%	-4.1%	-3.9%	17.8%	3.1%
Cc1ccc(S(=O)(=O)N2CCC(C)CC2)cc1	-9.1%	-1.1%	3.4%	27.7%	0.4%
Cc1cccc(OCC(=O)NCc2nnc3ccc(C(F)(F)F)cn23)c1C	nt	8.4%	0.0%	nt	i
N=Cc1c(O)n(-c2cccc(Cl)c2)c(=O)[nH]c1=O	5.5%	6.9%	6.6%	-6.3%	i
CCOc1ncccc1C(=O)OCC(=O)c1cccc(Br)c1	4.4%	4.9%	5.8%	26.2%	i
Cc1nc2c(nc1C)C(=O)c1ccccc1C2=O	nt	nt	-1.1%	nt	1.3%
COc1ccc2c(c1OC)C(=O)OC2n1c(O)c(N=NC(C)=O)c2ccccc21 (centres undefined)	-12.5%	-2.3%	8.7%	-1.9%	0.6%
Cc1cccc(OCC(=O)N/N=C/C=C/c2ccco2)c1	-7.8%	-1.7%	2.0%	13.6%	0.5%
Cc1ccc(S(=O)(=O)c2nc(S(C)(=O)=O)sc2N2CCC(C)CC2)cc1	5.4%	33.5%	1.2%	73.6%	1.5%
O=C(CNC(c1ccccc1)c1ccccc1)Nc1cc([N+](=O)[O-])ccc1Cl	-7.7%	3.2%	0.1%	-26.4%	5.1%
CCN(CC)CCN1C(=O)C(=O)/C(=C(/O)c2cnn(-c3ccccc3)c2C)C1c1ccc(C)o1 (centres undefined)	1.7%	-2.8%	22.7%	-7.6%	i
CCOC(=O)N1CCN(C(=O)CSc2nnc(COc3ccc(Cl)cc3)o2)CC1	6.5%	?	6.8%	?	1.7%
CC(C)(C)NC(=O)C(=O)N/N=C/c1ccc(F)cc1	-5.8%	6.2%	14.9%	-3.1%	0.9%
COc1cc(OC)c2c(-c3ccccc3)cc(=O)oc2c1C(CCN1CCOCC1)c1ccc2c(c1)OCO2 (centres undefined)	nt	nt	6.5%	nt	2.2%
CCOC(=O)CCCCCN(Cc1ccccc1)S(=O)(=O)c1ccc([N+](=O)[O-])cc1	-1.4%	3.0%	8.8%	76.8%	0.9%
Cc1cc(OCC(=O)NCC(O)c2ccccc2)c2c3c(c(=O)oc2c1)CCC3 (centres undefined)	0.5%	-1.4%	-3.8%	-1.8%	3.9%
COc1ccc(CCNC(=O)COC(=O)c2ccc(N3CCCC3=O)cc2)cc1OC	-9.4%	-4.1%	9.1%	20.2%	1.2%
Cc1cc2oc(C(=O)Nc3nonc3C)c(C)c2cc1C	-13.9%	4.4%	0.3%	0.6%	i
O=C(COC(=O)c1ccc(S(=O)(=O)N2CCCC2)cc1)NCCc1ccc(F)cc1	nt	-5.5%	-14.5%	2.5%	0.1%
C#CCOCCOCCOCCNc1nc(N2CCN(C(=O)[C@H](Cc3cc4ccccc4[nH]3)n3cc([C@@H](N)C(C)CC)nn3)CC2)nc(N2CCN(C(=O)[C@H](Cc3cc4ccccc4[nH]3)n3cc([C@@H](N)Cc4ccc(O)cc4)nn3)CC2)n1 (some centres undefined)	32.5%	?	nt	?	nt
CCOc1ccc(C(=O)Nc2cc(C)ccn2)cc1	5.2%	0.5%	-9.5%	7.8%	0.3%
CCN(CC)C(=O)CSc1nc2ccccc2c(=O)n1CC1CCCCC1	-8.6%	3.7%	-9.6%	19.5%	6.6%
CCOC(=O)N1CCC(NC(=O)c2cc3c(-c4ccc(Cl)cc4)nn(C)c3s2)CC1	-15.3%	-1.2%	-4.9%	5.6%	i
Cc1ccc(-c2noc(CCC(=O)NC3CC3)n2)cc1	5.7%	-1.0%	-5.5%	6.6%	2.3%
CCCCOC(=O)/C=C\C(=O)OCCCC	-3.9%	-9.4%	-2.3%	-9.4%	i
CCOC(=O)C1=C(N)Oc2cc(C)n(CCc3ccc(OC)c(OC)c3)c(=O)c2C1c1cccnc1 (centres undefined)	-13.0%	0.0%	0.5%	11.9%	?
CCOC(=O)C1=CC(=C2C(=O)N(CC)C(=S)N(CC)C2=O)c2ccccc2O1	8.6%	2.9%	nt	18.6%	nt
CN(CC(=O)Nc1c(Cl)cccc1Cl)C(=O)c1ccncc1	-14.2%	-5.6%	-6.0%	-13.3%	i
Cc1c(C)c2cc(Cl)c(O)c(CN(C)C)c2oc1=O	-14.0%	-5.1%	-5.5%	0.4%	0.3%
O=C(Nc1ccc(Br)cc1)c1cccc(N2C(=O)C3CCCCC3C2=O)c1 (centres undefined)	-4.7%	-23.0%	-4.5%	-6.4%	2.0%
CCCCOc1ccc(C(=S)N2CCC(C(N)=O)CC2)cc1	3.6%	0.7%	0.6%	-0.5%	1.2%
COC(=O)c1cccc(Cn2nnc3ccccc3c2=O)c1	7.8%	-1.2%	-6.8%	4.9%	4.6%
COC(=O)c1ccccc1NC(=O)C1CCCC1	-19.0%	-3.6%	10.6%	54.8%	1.1%
O=C1CC(c2ccccc2)CC(=O)N1c1ccccc1	2.3%	-3.8%	-18.6%	-12.7%	1.9%
CC(=O)c1ccccc1OC(=O)c1ccc([N+](=O)[O-])o1	4.3%	3.0%	-2.5%	34.7%	1.0%
Nc1nc(SCCN2C(=O)c3ccccc3C2=O)n[nH]1	-5.7%	3.4%	-0.5%	-0.9%	0.6%
COc1ccc(CNc2nc(C)cc(C)c2C#N)cc1	-5.5%	14.8%	-22.1%	23.3%	0.2%
Cc1ccc(NS(=O)(=O)c2ccc3[nH]c(=O)[nH]c3c2)cc1	3.1%	2.3%	8.6%	-8.7%	2.0%
Cc1cc(=O)n(C)c2ccccc12	14.2%	-4.8%	-14.7%	-1.0%	0.4%

Continued.
SMILES	PhoP GFP inhibition	H37Rv inhibition	H1N1 NS1A inhibition	M. tuberculosis	VEEV TC-83 Vero	others
COc1ccc(OCC(O)CN(C)C(=O)/C=C/c2cccc([N+](=O)[O-])c2)cc1 (centres undefined)	-9.8%	0.7%	-8.0%	21.2%	0.3%
O=C(CCNS(=O)(=O)c1ccc(Br)cc1)NC1CCC(O)CC1 (centres undefined)	nt	-7.2%	-1.1%	5.3%	0.7%
CC1CCCC(C)N1C(=O)COC(=O)Cc1ccc(Cl)cc1 (centres undefined)	-19.4%	11.9%	2.4%	42.1%	0.8%
COc1ccccc1N(CC(O)CN1CCC(C)CC1)S(=O)(=O)c1ccccc1 (centres undefined)	0.7%	-4.0%	2.0%	-1.2%	i
COc1ccc(CCNc2ccc(C(CC(N)=O)NC(=O)c3cc(OC)ccc3OC)cc2[N+](=O)[O-])cc1 (centres undefined)	1.8%	-2.3%	0.8%	29.8%	1.0%	VEEV TC-83 Vero 10K pilot screen=1.0
Cc1ccc(-c2cn(-c3ccc(SC(F)F)cc3)c3[n+]2CCC3)cc1	5.8%	-13.1%	29.2%	23.2%	i
Cc1ccc(NC(=O)C2=CCN(S(=O)(=O)c3ccc(F)cc3)CC2)cc1	-3.4%	-4.8%	-0.3%	6.8%	1.7%
CSCCC(NC(=O)c1ccccc1Cl)C(=O)N1CCN(C(C)=O)CC1 (centres undefined)	nt	0.3%	-11.6%	-1.2%	i
O=C(CN1CCN(C(=O)c2ccco2)CC1)N1CCc2[nH]c3ccccc3c2C1	3.1%	-2.4%	nt	4.8%	nt
O=[N+]([O-])c1cccc(/C=C/c2nc[nH]c2[N+](=O)[O-])c1	-9.1%	0.2%	2.1%	3.8%	i
O=S1(=O)N=C(c2ccccc2)c2ccccc21	-4.0%	7.7%	-6.9%	2.1%	0.2%
Cc1ccc(NC(=O)Cc2nc(-c3c[nH]c(C(=O)N4CCCC4)c3)cs2)c(C)c1	nt	-1.8%	-15.9%	36.6%	2.5%

No new results follow: two of the compounds above.
SMILES	PhoP GFP inhibition	H37Rv inhibition	H1N1 NS1A inhibition	M. tuberculosis	VEEV TC-83 Vero	others
COc1ccc(OCC(O)CN(C)C(=O)/C=C/c2cccc([N+](=O)[O-])c2)cc1 (centres undefined)	-9.8%	0.7%	-8.0%	21.2%	0.3%
O=C(CCNS(=O)(=O)c1ccc(Br)cc1)NC1CCC(O)CC1 (centres undefined)	nt	-7.2%	-1.1%	5.3%	0.7%

(listing goes on)
SMILES	PhoP GFP inhibition	H37Rv inhibition	H1N1 NS1A inhibition	M. tuberculosis	VEEV TC-83 Vero	others
COC(=O)c1sc2ncccc2c1OCc1ccc(Cl)cc1Cl	-6.9%	-7.4%	-9.8%	-4.5%	i
CC1=NN(C(=O)Cc2ccc([N+](=O)[O-])cc2)C(O)(c2ccccc2)C1 (centres undefined)	19.4%	-7.4%	-3.3%	?	i
CCOc1ccc(-n2c(=O)c3c4c(sc3n(CC(=O)NCC3CCCO3)c2=O)CCCC4)cc1 (centres undefined)	17.7%	6.3%	-6.2%	26.4%	i
COc1cc(NC(=O)C2=CC(c3cccs3)=NS(=O)(=O)N2C)cc(OC)c1OC	-11.1%	-6.1%	15.9%	4.0%	10.7%

Screening data (PubChem BioAssay)
